NR3A LBD binder: modulators (binders) of human NR3A ligand-binding domain; AID 1259313; NR3A LBD differential scanning fluorimetry, Tm shift; 0% = protein alone, 100% = glycine-bound protein; Tm shift relative to glycine control, % at 25 µM; 2.5% of 340,000 active;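 active = melting temperature shift of at least 10% of the positive control shift, at one fixed dose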
UPR XBP1 act: adaptive UPR (XBP1) activation; CHO-XBP1 luciferase reporter, IRE1-XBP1 UPR activation, luminescence; percent of tunicamycin response, DMSO as zero; activation, % at 20 µM; 0.33% of 330,000 active; AID 463104;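 active = versus positive control, 20 µM dose yields 30% or more activation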;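 note: 100% = tunicamycin at 10 µg/mL and 0% = DMSO only wells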
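Material: CHO-XBP1 cells stably carrying IRE1-XBP1-driven luciferase reporter | Medium: F12 with 10% serum | Compound dosing: 20 µM single concentration, DMSO 1% | Incubation: Overnight seeding at 37 °C, 6 h compound treatment at 37 °C | Detection: Steady-Glo luminescence read | Read-out basis: % activation of reporter signal versus tunicamycin and DMSO controls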
NLRP3 yeast inh: NALP3 inhibition in yeast | 0.39% of 330,000 active | Yeast reconstituted NLRP3/ASC/caspase-1, beta-gal luminescence, 24 h | inhibition, % at 10 µM;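 active = inhibition of 50% or more; inactive = inhibition below 50%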;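 note: plate controls were induced DMSO wells for no effect and uninduced yeast grown without galactose for full effect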
UPR CHOP act: apoptotic UPR (CHOP) activation; AID 449763; 0.34% of 330,000 active; CHO-CHOP luciferase reporter, luminescence; percent of tunicamycin response over DMSO baseline; activation, % at 10 µM;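 active = at 10 µM dose, activation of 40% or more, normalized to positive control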;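 note: 100% = tunicamycin at 10 µg/mL and 0% = DMSO alone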
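Material: CHO-CHOP cells, stable luciferase reporter of PERK-eIF2a-CHOP signalling; quantity: 500 reporter cells seeded per well; buffer or medium: F12 medium containing 10% fetal bovine serum; compound: one dose, 10 µM in 0.5% DMSO; incubation: 6 h compound treatment, 37 °C; measured by: Steady-Glo luciferase luminescence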
tim10-1 inh: growth inhibitors of tim10-1 mutant yeast; S. cerevisiae tim10-1 ts strain growth, BacTiter-Glo, 24 h; AID 463190; 2.2% of 330,000 active; inhibition, % at 20 µM;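 active = inhibition of at least 40%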;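 note: mutant grown at 25 °C; 0% = DMSO wells with yeast and 100% = wells holding no yeast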
Mdm2 MdmX PPI: inhibitors of human Mdm2/MdmX interaction; O15151+Q00987; SaOS-2 split-luciferase Mdm2/MdmX complementation, luminescence; inhibition, % at 8 µM; 3% of 330,000 active; AID 485346;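 active = inhibition of at least 50% at 8 µM in the primary screen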
Target sequence (O15151 whole entry, looked up): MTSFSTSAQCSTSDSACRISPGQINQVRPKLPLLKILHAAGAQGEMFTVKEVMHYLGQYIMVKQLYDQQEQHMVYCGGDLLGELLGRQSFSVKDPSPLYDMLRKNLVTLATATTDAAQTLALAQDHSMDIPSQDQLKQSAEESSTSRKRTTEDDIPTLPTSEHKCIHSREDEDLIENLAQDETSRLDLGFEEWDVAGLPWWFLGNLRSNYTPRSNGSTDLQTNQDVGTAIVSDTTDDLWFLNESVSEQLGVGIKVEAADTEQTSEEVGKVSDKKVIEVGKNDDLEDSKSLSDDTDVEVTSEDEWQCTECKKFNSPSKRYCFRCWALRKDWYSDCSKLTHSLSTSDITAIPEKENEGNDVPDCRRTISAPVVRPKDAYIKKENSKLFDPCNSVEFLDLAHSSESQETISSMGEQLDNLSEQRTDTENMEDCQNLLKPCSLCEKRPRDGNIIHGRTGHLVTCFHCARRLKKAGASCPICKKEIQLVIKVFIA
Target sequence (Q00987 whole entry, looked up): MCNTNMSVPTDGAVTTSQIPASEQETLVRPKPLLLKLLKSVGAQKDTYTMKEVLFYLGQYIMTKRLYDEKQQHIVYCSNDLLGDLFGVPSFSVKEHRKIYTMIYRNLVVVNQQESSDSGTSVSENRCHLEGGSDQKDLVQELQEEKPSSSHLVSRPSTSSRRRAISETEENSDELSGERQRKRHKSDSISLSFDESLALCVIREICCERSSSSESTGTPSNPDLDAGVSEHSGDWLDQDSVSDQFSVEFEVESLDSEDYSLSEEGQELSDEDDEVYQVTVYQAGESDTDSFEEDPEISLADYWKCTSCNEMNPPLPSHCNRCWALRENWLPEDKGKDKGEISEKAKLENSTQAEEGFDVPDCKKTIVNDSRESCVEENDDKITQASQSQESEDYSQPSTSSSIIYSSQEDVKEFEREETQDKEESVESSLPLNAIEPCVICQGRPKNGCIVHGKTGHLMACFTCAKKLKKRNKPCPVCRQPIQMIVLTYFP
APJ agonist: activates the human apelin receptor APJ. AID 2520. 0.11% of 330,000 active. CHO-K1 APJ PathHunter beta-arrestin, luminescence; 0% DMSO wells, 100% apelin. activation, % at 20 µM. P35414;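 active = activation more than six SD over the plate average, tested at 20 µM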;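 note: 0% = DMSO alone and 100% = apelin-13 at 10 nM; some results filed as inactive read as strong as hits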
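Incubation: overnight seeding, 90 min compound at 25 °C, 1 h detection; test system: PathHunter CHO-K1 APJ (AGTRL-1) beta-arrestin reporter cells; amount: 1000 cells/well; doses: one dose, 20 µM compound, 1% DMSO; measured by: beta-gal luminescence; measure: agonist-driven arrestin binding to APJ; benchmarks: negative DMSO alone, positive Apelin-13 at 10 nM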
TIM10 inh: TIM10 yeast growth inhibition; inhibition, % at 10 µM; 1.4% of 330,000 active; AID 463195; S. cerevisiae TIM10 strain growth, BacTiter-Glo luminescence, 24 h;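 active = inhibition of 40% or more at the single tested concentration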;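 note: wild-type TIM10 isogenic control strain grown at permissive 25 °C; 0% = DMSO yeast wells and 100% = minimal medium wells without yeast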
tim23-1 inh: inhibits growth of tim23-1 mutant yeast; AID 463212; 1.3% of 330,000 active; S. cerevisiae tim23-1 growth, BacTiter-Glo luminescence, 24 h; inhibition, % at 20 µM;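 active = growth inhibition of the mutant yeast at or above 50%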;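 note: temperature-sensitive mutant grown at 25 °C; plate controls were DMSO-treated mutant yeast for no effect and medium wells lacking yeast for full effect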
* = called active by the depositor.

For N/C(=N\O)c1cccc(CS(=O)(=O)c2ccccn2)c1 the results were NR3A LBD binder -1, UPR XBP1 act -3, NLRP3 yeast inh 14, UPR CHOP act -1.9, tim10-1 inh -9, Mdm2 MdmX PPI 26, APJ agonist 0, TIM10 inh 22 and tim23-1 inh -1.
CCOc1cc(C(=S)N2CCOCC2)ccc1O was read as NR3A LBD binder 1, UPR XBP1 act 1, NLRP3 yeast inh 4, UPR CHOP act -0.6, tim10-1 inh 2, Mdm2 MdmX PPI -5, APJ agonist -4, TIM10 inh 2 and tim23-1 inh 0.
Screening O=C(CCC(=O)c1ccc(Br)cc1)Nc1cccc(C(F)(F)F)c1 returned NR3A LBD binder -4, UPR XBP1 act -3, NLRP3 yeast inh 33, UPR CHOP act -1.2, tim10-1 inh 1, Mdm2 MdmX PPI 22, APJ agonist -2, TIM10 inh 4 and tim23-1 inh 9.
Screening CCN(CC)CCn1c(=O)n(-c2ccc(Cl)cc2)c(=O)c2c3c(sc21)CN(C)CC3 returned NR3A LBD binder 3, UPR XBP1 act 2, NLRP3 yeast inh 17, UPR CHOP act 0.8, tim10-1 inh 6, Mdm2 MdmX PPI 13, APJ agonist 0, TIM10 inh 5 and tim23-1 inh -10.
For O=C(C1CCCCC1)N(CCN1CCCC1)c1nc2ccccc2s1 the results were NR3A LBD binder -1, UPR XBP1 act 1, NLRP3 yeast inh 24, UPR CHOP act 0.2, tim10-1 inh -16, Mdm2 MdmX PPI -15, APJ agonist -1, TIM10 inh -14 and tim23-1 inh -2.
Screening O=C(O)CCCN=CC1=C(O)CNC1=O returned NR3A LBD binder -4, UPR XBP1 act 0, NLRP3 yeast inh 9, UPR CHOP act -1.8, tim10-1 inh 2, Mdm2 MdmX PPI -19, APJ agonist 0, TIM10 inh -15 and tim23-1 inh 11.
For Nc1c(S(=O)(=O)c2ccccc2)c2nc3ccccc3nc2n1/N=C/c1cccc(O)c1 the results were NR3A LBD binder 25*, UPR XBP1 act 2, NLRP3 yeast inh -1, UPR CHOP act 4.5, tim10-1 inh 27, Mdm2 MdmX PPI 67*, APJ agonist 1, TIM10 inh 11 and tim23-1 inh 29.
For Cc1ccc(S(=O)(=O)N2CCCCC2)cc1NC(=O)CCc1nc2ccccc2c(=O)[nH]1 the results were NR3A LBD binder -1, UPR XBP1 act -4, NLRP3 yeast inh 12, UPR CHOP act -1.9, tim10-1 inh -2, Mdm2 MdmX PPI -1, APJ agonist -2, TIM10 inh -11 and tim23-1 inh 0.
For COc1cccc(N2C(=O)N(c3ccccc3Cl)C3CS(=O)(=O)CC32)c1 (stereo unspecified) the results were NR3A LBD binder -3, UPR XBP1 act -2, NLRP3 yeast inh 9, UPR CHOP act 3.6, tim10-1 inh 12, Mdm2 MdmX PPI 17, APJ agonist -2, TIM10 inh -3 and tim23-1 inh 16.
For O=C(c1ccccc1F)N1CCN(CC2CC3C=CC2C3)CC1 (stereo unspecified) the results were NR3A LBD binder 0, UPR XBP1 act -3, NLRP3 yeast inh 21, UPR CHOP act -1.7, tim10-1 inh -8, Mdm2 MdmX PPI 18, APJ agonist -1, TIM10 inh 2 and tim23-1 inh 8.
Screening CCOc1ccc2nc(N(CCN(C)C)C(=O)c3cc4ccccc4cc3OC)sc2c1 returned NR3A LBD binder 2, UPR XBP1 act 0, NLRP3 yeast inh 19, UPR CHOP act 3.2, tim10-1 inh 23, Mdm2 MdmX PPI 44, APJ agonist -1, TIM10 inh 29 and tim23-1 inh 30.
`O=C(NC1(C(F)(F)F)C(=O)Nc2c1c(=O)[nH]c(=O)n2Cc1ccccc1)c1ccco1` (stereo unspecified) gave NR3A LBD binder -1, UPR XBP1 act -3, NLRP3 yeast inh -7, UPR CHOP act -2.0, tim10-1 inh 3, Mdm2 MdmX PPI 0, APJ agonist -3, TIM10 inh -7 and tim23-1 inh 8.

Entries shown so far that contain a Cl atom, in the order listed:
Screening CCN(CC)CCn1c(=O)n(-c2ccc(Cl)cc2)c(=O)c2c3c(sc21)CN(C)CC3 returned NR3A LBD binder 3, UPR XBP1 act 2, NLRP3 yeast inh 17, UPR CHOP act 0.8, tim10-1 inh 6, Mdm2 MdmX PPI 13, APJ agonist 0, TIM10 inh 5 and tim23-1 inh -10.
For COc1cccc(N2C(=O)N(c3ccccc3Cl)C3CS(=O)(=O)CC32)c1 (stereo unspecified) the results were NR3A LBD binder -3, UPR XBP1 act -2, NLRP3 yeast inh 9, UPR CHOP act 3.6, tim10-1 inh 12, Mdm2 MdmX PPI 17, APJ agonist -2, TIM10 inh -3 and tim23-1 inh 16.

More entries follow:
`S=C(N/N=C/c1cccs1)NC1CC2CCC1C2` (stereo unspecified) gave NR3A LBD binder -4, UPR XBP1 act 2, NLRP3 yeast inh 23, UPR CHOP act 1.7, tim10-1 inh 48*, Mdm2 MdmX PPI 26, APJ agonist 2, TIM10 inh 50* and tim23-1 inh 72*.
Screening CCN(CC)CCNCC(=O)N1c2ccccc2CCc2ccc(NC(=O)OC)cc21 returned NR3A LBD binder -2, UPR XBP1 act -6, NLRP3 yeast inh 10, UPR CHOP act -2.1, tim10-1 inh 2, Mdm2 MdmX PPI -15, APJ agonist -1, TIM10 inh -3 and tim23-1 inh -5.
Cn1ncc(Cl)c1C(=O)Nc1nc2ccc(Cl)cc2s1 was read as NR3A LBD binder -17, UPR XBP1 act -2, NLRP3 yeast inh 9, UPR CHOP act 4.4, tim10-1 inh 26, Mdm2 MdmX PPI -124, APJ agonist -5, TIM10 inh 24 and tim23-1 inh 19.
For CC(c1ccccc1)N1CC(C(=O)O)CC1=O (stereo unspecified) the results were NR3A LBD binder 0, UPR XBP1 act 5, NLRP3 yeast inh 3, UPR CHOP act -1.2, tim10-1 inh -3, Mdm2 MdmX PPI 26, APJ agonist -4, TIM10 inh 4 and tim23-1 inh 1.
O=C(Oc1ccccc1N1C(=O)C2CCCCC2C1=O)c1ccc(Cl)cc1 (stereo unspecified) was read as NR3A LBD binder -2, UPR XBP1 act -1, NLRP3 yeast inh -3, UPR CHOP act -1.2, tim10-1 inh 38, Mdm2 MdmX PPI 8, APJ agonist -3, TIM10 inh 34 and tim23-1 inh 29.
Screening COc1ccccc1N1CCN(C(=O)c2cc3cc(C)ccc3[nH]2)CC1 returned NR3A LBD binder 0, UPR XBP1 act -3, NLRP3 yeast inh 4, UPR CHOP act 2.5, tim10-1 inh 1, Mdm2 MdmX PPI -13, APJ agonist -4, TIM10 inh 4 and tim23-1 inh 21.
`Cc1cccc(NC(=O)C2CC(=O)N(Cc3ccccc3)C2)n1` (stereo unspecified) gave NR3A LBD binder 1, UPR XBP1 act -3, NLRP3 yeast inh 11, UPR CHOP act 1.8, tim10-1 inh 1, Mdm2 MdmX PPI 35, APJ agonist -3, TIM10 inh -2 and tim23-1 inh 4.
`COc1ccc(N2CC(O)=C(c3nc(-c4ccccc4)cs3)C2=N)cc1` gave NR3A LBD binder -1, UPR XBP1 act -3, NLRP3 yeast inh 18, UPR CHOP act -0.3, tim10-1 inh -5, Mdm2 MdmX PPI 2, APJ agonist 0, TIM10 inh -4 and tim23-1 inh -13.
Screening COC1(OC)C(/C=C/c2ccc(Cl)cc2)C(C#N)(C#N)C1(OC)OC (stereo unspecified) returned NR3A LBD binder 4, UPR XBP1 act -5, NLRP3 yeast inh -17, UPR CHOP act 1.3, tim10-1 inh 17, Mdm2 MdmX PPI 88*, APJ agonist -5, TIM10 inh 12 and tim23-1 inh 19.
`Cn1nnnc1NCc1cccc(Cl)c1` gave NR3A LBD binder -1, UPR XBP1 act -2, NLRP3 yeast inh -15, UPR CHOP act 0.6, tim10-1 inh 17, Mdm2 MdmX PPI 12, APJ agonist -2, TIM10 inh 8 and tim23-1 inh 3.
Screening Cc1ccc2cc(CN(CC3CCCO3)C(=O)c3cccs3)c(=O)[nH]c2c1 (stereo unspecified) returned NR3A LBD binder 0, UPR XBP1 act 2, NLRP3 yeast inh 28, UPR CHOP act -1.2, tim10-1 inh 19, Mdm2 MdmX PPI -23, APJ agonist 1, TIM10 inh -2 and tim23-1 inh 26.
CSc1sc(C)cc1C=O was read as NR3A LBD binder -1, UPR XBP1 act 3, NLRP3 yeast inh -5, UPR CHOP act -0.3, tim10-1 inh 5, Mdm2 MdmX PPI -13, APJ agonist -3, TIM10 inh 2 and tim23-1 inh 7.
For CC(=O)c1ccc(S(=O)(=O)Nc2ccc(S(=O)(=O)N3CCCCC3)cc2)cc1 the results were NR3A LBD binder -2, UPR XBP1 act -3, NLRP3 yeast inh 1, UPR CHOP act 2.1, tim10-1 inh -9, Mdm2 MdmX PPI 15, APJ agonist -1, TIM10 inh -11 and tim23-1 inh -8.
For CC(C)C(=O)Nc1csc(C(F)(F)F)c1-c1ccccc1 the results were NR3A LBD binder 1, UPR XBP1 act 1, NLRP3 yeast inh -11, UPR CHOP act 0.5, tim10-1 inh 13, Mdm2 MdmX PPI 17, APJ agonist 0, TIM10 inh -4 and tim23-1 inh 2.
For CSCCC(NC(=O)c1ccc(C(C)(C)C)cc1)C(=O)O (stereo unspecified) the results were NR3A LBD binder 0, UPR XBP1 act -6, NLRP3 yeast inh 12, UPR CHOP act -1.7, tim10-1 inh -3, Mdm2 MdmX PPI 2, APJ agonist 1, TIM10 inh 5 and tim23-1 inh 9.
COc1ccc(N/C=C(\C#N)S(=O)(=O)c2ccc(OC)cc2)cc1 was read as NR3A LBD binder -2, UPR XBP1 act 2, NLRP3 yeast inh 4, UPR CHOP act 0.5, tim10-1 inh 12, Mdm2 MdmX PPI -9, APJ agonist -3, TIM10 inh -6 and tim23-1 inh 11.
`COc1ccc(C(CC(=O)N2CCN(c3ccccc3)CC2)c2c(OC)cc(OC)c3ccc(=O)oc23)cc1` (stereo unspecified) gave NR3A LBD binder 1, UPR XBP1 act -1, NLRP3 yeast inh 0, UPR CHOP act 3.1, tim10-1 inh 6, Mdm2 MdmX PPI 24, APJ agonist 1, TIM10 inh 8 and tim23-1 inh 16.
Screening NC(N)=S returned NR3A LBD binder 2, UPR XBP1 act -2, NLRP3 yeast inh 4, UPR CHOP act -0.9, tim10-1 inh -5, Mdm2 MdmX PPI 31, APJ agonist -2, TIM10 inh 6 and tim23-1 inh 2.

High-throughput results: PubChem BioAssay, Sanford-Burnham Center for Chemical Genomics
